GalR3 antag – blocks the human galanin receptor 3; actives 0.44% (n = 360,000); AID 651719; O60755; HEK293 GalR3-CNG cAMP membrane potential fluorescence; galR3 body fused to GalR1 C-terminus; inhibition, % at 3 µM;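 active = inhibition above the screen-wide average plus 3 SD, cut at about 13% in these data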;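 note: forskolin and galanin both at EC90 stimulate the cells; cAMP rise reported by CNG channel membrane potential dye signal; 0% = forskolin plus galanin with DMSO and 100% = forskolin alone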
* marks the source's active call; other numbers are inactive results. Only part of the results is shown; count on the stated rates, not on these rows.

SMILES | GalR3 antag
Cc1ccc2cccc([N+](=O)[O-])c2n1 | -1.7
Cc1cccc(C)c1NC(=O)C1c2ccccc2OCC(=O)N1CCCN1CCOCC1 (centres undefined) | -6.0
CC(=O)Nc1ccc(C=Cc2ccc([N+](=O)[O-])cc2)cc1 | -2.3
O=C(OCc1ccccc1)N1CCC2CC1c1ccc(-c3ccc4c(c3)OCO4)cc12 (centres undefined) | -5.9
Cc1cc(C)n2nc(-c3ccc(F)cc3)cc2n1 | 0.8
CN(C)C(=S)Oc1ccccc1C1(C)OCCO1 | -6.0
Cc1cccc(CNC(=O)c2sc(=O)n(Cc3c(C)cccc3C)c2C)c1 | -1.5
CN(C)c1ccc(C=C(C#N)C(=O)c2ccccc2)cc1Br | -7.1
Cc1cc(C)nc(Nc2nc(C(N)Cc3ccc(F)cc3)cs2)n1 (centres undefined) | -2.8
O=C(Nc1ccncc1)c1cc(-c2ccccc2)nc2ccccc12 | 2.9
COc1cc2c(c(OC)c1OC)C(c1ccc(C)cc1)CC(=O)O2 (centres undefined) | -7.3
O=C(CC[C@H]1O[C@@H](n2cnc3c(NC(=O)c4ccccc4)ncnc32)[C@H](O)[C@@H]1O)NCCCN1CCCC1=O | 0.3
COc1cccc(-c2cnc(C(O)c3ccc(-c4ccccc4)cc3)[nH]2)c1 (centres undefined) | -2.0
COc1ccc(C(NC(=O)C2CCN(CCOc3ccc(Cl)cc3Cl)CC2)c2ccccc2C)cn1 (centres undefined) | -6.5
COc1ccc(N2CCN(C(=O)C(Cc3ccccc3)NC(=O)c3ccccc3)CC2)cc1 (centres undefined) | -8.6
COc1ccc(C(=O)N2CCC2(C)C(=O)NC(C)C)cc1OC (centres undefined) | 4.2
N#Cc1ccccc1OCC(=O)OCC(=O)NC1CCCCC1 | 4.5
COCCNc1nc(Nc2ccc(C#N)cc2)c2sccc2n1 | -7.2
CCOC(=O)[C@]12CCC=C1N(Cc1ccc(Cl)cc1Cl)C(=O)[C@H](CC(=O)NCc1ccc(OC)c(OC)c1)C2 | -5.5
COc1cc2c(cc1OC)C1CCN3C(=O)CCC3N1CC2 (centres undefined) | -1.1
COCCN(CCOC)Cc1cc(=O)oc2cc(C)ccc12 | -4.4
Oc1ccc(C=NNC(=S)Nc2ccc(F)cc2)c(O)c1 | -2.9
CCc1nc2c(OCc3cccc(Cl)c3)cccn2c1N(C)C(=O)c1ccncc1 | -1.9
O=C(O)c1cccc2cccc(-c3c4ccc(=O)c(O)c-4oc4c(O)c(O)ccc34)c12 | -3.0
CC1=C(C(=O)N2CCOCC2)CC(CC(=O)NCCCN(C)C)C(=O)N1CCC1=CCCCC1 (centres undefined) | -5.5
O=C1CC2c3cc(-c4cc5ccccc5o4)ccc3CCN2C(=O)CN1Cc1ccccc1 (centres undefined) | 8.7
Oc1ccc(-c2cnc3c(Nc4cccc(OC(F)(F)C(F)F)c4)nccn23)cc1 | -7.3
O=C(Nc1cccc(S(=O)(=O)N2CCCCC2)c1)[C@@H]1CCCN1S(=O)(=O)c1ccccc1C(F)(F)F | -4.2
CC(C)NC1CCC(Nc2ccnc3cc(Cl)ccc23)CC1 (centres undefined) | -2.2
Cc1cc(NC(=O)NCc2ccco2)ccc1NC(=O)NCc1ccco1 | -5.6
O=C(NC1CCCC1)[C@@H]1CCCN1C(=O)[C@H](Cc1cccnc1)NC(=O)N1CCOCC1 | 2.2
Cc1ccc(-c2nn(Cc3ccccc3)cc2C(=O)NCC2CCCO2)cc1 (centres undefined) | -0.7
Cc1cc2nc(-c3ccccc3)c(Cc3cccc(Cl)c3)n2c(C)c1Br | -7.1
COCC(=O)N1CCC2CC1c1c(-c3ccc(C(F)(F)F)cc3)cccc12 (centres undefined) | -2.7
CCN(CC)C(=O)C1=C(C)N(CCC2=CCCCC2)C(=O)C(CC(=O)NC2CCCC2)C1 (centres undefined) | 0.2
COc1ccc(S(=O)(=O)NC(=O)C2(C)CCN2C(=O)C(C)(C)c2ccccc2)cc1 (centres undefined) | 0.4
OC(c1ccccc1)c1ncc(-c2cccc(OCc3ccccc3)c2)[nH]1 (centres undefined) | 3.5
O=C1NC[C@@H](CCCCN2CCN(CCC3CCCCC3)C(=O)C2=O)N(Cc2ccccc2)C1=O | 2.3
CC1(C(=O)NCc2ccccc2)CN(S(C)(=O)=O)CC(=O)N1Cc1cccc(C(F)(F)F)c1 (centres undefined) | -6.6
CC(=O)Nc1ccc(NC(=O)c2csc([C@H]3C[C@H](O)[C@@H](CO)O3)n2)cc1 | -5.8

Exported with tabs: part of the list above.
mol	GalR3 antag
O=C(Nc1cccc(S(=O)(=O)N2CCCCC2)c1)[C@@H]1CCCN1S(=O)(=O)c1ccccc1C(F)(F)F	-4.2
CC(C)NC1CCC(Nc2ccnc3cc(Cl)ccc23)CC1 (centres undefined)	-2.2
Cc1cc(NC(=O)NCc2ccco2)ccc1NC(=O)NCc1ccco1	-5.6

Other entries:
SMILES | GalR3 antag
CCN(CC)c1ccc(C2NC(=O)c3ccccc3N2)cc1 (centres undefined) | -0.7
CC(C)NC(=O)N(C)C[C@@H]1OCc2cnnn2CCCC(=O)N([C@H](C)CO)C[C@@H]1C | -5.3
Nc1[nH]c(C(=O)c2ccccc2)c(-c2ccc(F)cc2)c1C(=O)NCCc1c[nH]c2ccccc12 | -6.3
COc1cccc(C#CC2=CC(=O)CC(C)(C)C2)c1 | 1.7
COc1ccc(C=C(NC(=O)c2ccccc2)C(=O)O)cc1OC | -0.8
O=C(c1ccccc1)C(O)(CN1CCCCC1)c1ccccc1 (centres undefined) | 3.4
CCCCNc1ccc2c(c1)OC[C@H](Cc1ccccc1)NS2(=O)=O | -6.3
COc1ccc(NC(=O)C(c2ccccc2F)n2c(=O)c(-c3ccco3)nc3ccccc32)cc1 (centres undefined) | -6.4
Cn1c(=O)c2cc(NC(=O)CCc3cccnc3)ccc2n1Cc1ccc(F)cc1 | -5.0
COCCNc1nc(Nc2ccc(C(=O)OC)cc2)c2sccc2n1 | -5.5
CCCCCCn1c(=O)n2n(c1=O)[C@@H]1CN(S(=O)(=O)c3ccc(C)cc3)C[C@]1(O)[C@@H](OC(=O)NCc1ccccc1)C2 | -1.7
CC(C)=NNc1ncnc2nc[nH]c12 | -3.5
CCc1nc2c(OCc3cccc(Cl)c3)cccn2c1N(C)C(=O)c1ccc(OC)cc1 | -9.1
N#CC(=C(O)COC(=O)Cc1c[nH]c2ccccc12)c1nc2ccccc2[nH]1 | -2.5
CCOc1ccc(CCN2C(=O)C(=O)N([C@@H](Cc3ccc(O)cc3)CN3CCC[C@H]3CN3C(=O)C(=O)NC[C@@H]3Cc3ccccc3)C[C@@H]2Cc2ccc(O)cc2)cc1 | -1.2
Nc1nc2c(ncn2[C@@H]2O[C@H](CNCc3ccc(Oc4cc(-n5cccn5)ncn4)cc3)[C@@H](O)[C@H]2O)c(=O)[nH]1 | 0.4
COc1ccc(-c2ccc3c(n2)CCCN3S(=O)(=O)c2ccc(C)cc2)cc1 | -6.7
C[C@H]1COc2cccc(N(C)CCO)c2S(=O)(=O)N1 | -1.9
CC(C)(C)S(=O)N1C[C@@H]2CC(=O)C(CCO)=C2[C@H]1CCO (some centres undefined) | -5.0
Cn1ccc2c(-c3ccc4[nH]ccc4c3)cc3c(c21)C1CCC3O1 (centres undefined) | -7.5

7 entries from above, arranged by the number in GalR3 antag, ascending:
| Molecule | GalR3 antag |
| --- | --- |
| COCCNc1nc(Nc2ccc(C#N)cc2)c2sccc2n1 | -7.2 |
| Nc1[nH]c(C(=O)c2ccccc2)c(-c2ccc(F)cc2)c1C(=O)NCCc1c[nH]c2ccccc12 | -6.3 |
| Cc1cccc(C)c1NC(=O)C1c2ccccc2OCC(=O)N1CCCN1CCOCC1 (centres undefined) | -6.0 |
| CC1=C(C(=O)N2CCOCC2)CC(CC(=O)NCCCN(C)C)C(=O)N1CCC1=CCCCC1 (centres undefined) | -5.5 |
| Cc1cc(C)nc(Nc2nc(C(N)Cc3ccc(F)cc3)cs2)n1 (centres undefined) | -2.8 |
| CCc1nc2c(OCc3cccc(Cl)c3)cccn2c1N(C)C(=O)c1ccncc1 | -1.9 |
| O=C1NC[C@@H](CCCCN2CCN(CCC3CCCCC3)C(=O)C2=O)N(Cc2ccccc2)C1=O | 2.3 |

(continued)
SMILES | GalR3 antag
CCC(=O)N(C)C[C@@H]1Oc2ncc(Br)cc2C(=O)N([C@@H](C)CO)C[C@H]1C | -1.2
COc1ccc(CC(N)c2csc(NC(=O)Nc3ccccc3C(C)C)n2)cc1 (centres undefined) | -6.9
Cn1c(=O)c2c(n(C)c1=O)n(C)c(=O)n2C | -1.9
Cn1ncc2c(=S)nc(Cl)[nH]c21 | 0.6
CCOC(=O)C(Cc1ccc(O)cc1)Nc1nc2ccccc2o1 (centres undefined) | 3.3
COC(=O)[C@H](NC(=O)c1cc([C@@H](NC(=O)OC(C)(C)C)C(C)C)sc1N)C(C)C | 2.3
CC(=O)NCCNc1nc2cc(-c3ccccc3)sc2c(=O)n1C | -5.7
COC(=O)C1=C(C)N(Cc2ccc(C(F)(F)F)cc2)C(=NCc2ccccc2)NC1c1cccc(C(F)(F)F)c1 (centres undefined) | -1.6
Cc1cccc(NC(=O)CN2CCN(C(=O)CNC(=O)c3ccc(-c4ccccc4)cc3)CC2)c1C | -6.1
CC(C)CNC(=S)N1CCC(C(=O)c2ccc(Cl)cc2)CC1 | -7.1
CC(=O)c1ccccc1C(=O)N1CCCC(CNC(=O)c2ccc(F)cc2)C1 (centres undefined) | -1.8
COc1ccc(-c2ccc3[nH]c4c(c3c2)CCN2C(=O)[C@@H]([C@H](C)O)[C@@H](N(C)C(=O)Nc3ccccc3)C[C@@H]42)cc1 | -5.5
O=S1(=O)C[C@H](N2CC[C@@H](O)C2)[C@@H](COCc2ccccc2)N1 | -6.3
CC(=O)N(c1cc(C)ccc1C)c1ccccc1[N+](=O)[O-] | -4.1
O=C1NC[C@H](Cc2ccccc2)N(C[C@H]2CCCN2C[C@H](Cc2ccccc2)N2C[C@H](Cc3ccc(O)cc3)N(CCc3ccccc3)C(=O)C2=O)C1=O | -5.9
C[C@H]1COc2cc(NCCCN3CCOCC3)ccc2S(=O)(=O)N1 | -2.5
O=C(CSc1nccn1Cc1ccc(F)cc1)NC1CCCCC1 | -7.0
COc1ccccc1OCC(=O)NCC1CCCN(C(=O)c2cccc(C)c2)C1 (centres undefined) | -2.7
CCc1cc(C(=O)NNC(=O)c2csc(N3CCOCC3)n2)sc1C | -2.1
CCCNC(=O)C1(C)CCN(C(=O)c2ccc(F)cc2Cl)C1 (centres undefined) | -4.5
CCCCN(C)c1c(C)nc2ccc(C(=O)Nc3cc(-c4ccccc4)ccc3OC)cn12 | -5.7
COc1ccc([C@H]2CC(=O)C[C@@H](CCn3cc(-c4cccnc4)nn3)O2)cc1 | -3.0
OC[C@@H]1CN(Cc2cccnc2)C[C@H](n2cnc3c(N4CCCC4)ncnc32)O1 | -4.3
COc1ccc(-c2nc3c(C)cc(Br)cn3c2Cc2ccccc2C(F)(F)F)cc1OC | -4.7
COc1ccc(OC)c2cc3ccccc3cc12 | -3.6
CC(C)CNC(=O)C1(C)CCCCCN1C(=O)c1cccnc1 (centres undefined) | -5.5
CCOC(=O)C1=CCN(S(=O)(=O)c2ccccc2C(=O)OC)C1c1ccc(Cl)cc1 (centres undefined) | -4.4
CCCN(C)C1CN(Cc2cn(Cc3cccc(Cl)c3)nn2)S(=O)(=O)C1 (centres undefined) | 0.1
O=C(C=Cc1ccccc1)Nc1ccccc1 | -5.5
CCCCCn1nnnc1C1(C)CCC(=O)N1Cc1ccco1 (centres undefined) | -5.9
O=C(Cn1cnc2c(NCc3ccccc3)ncnc21)NCC1CCCO1 (centres undefined) | 3.5
CCOCc1c(C(=O)N2CCN(CCOc3ccc(Cl)cc3)CC2)oc2ccccc12 | -4.8
COc1ccc(Sc2cccc3c2S(=O)(=O)N([C@H](C)c2ccccc2)C[C@@H](COCc2ccccc2)O3)cc1OC | -5.8
CCOC(=O)C1(C)CCCN(C(=O)c2cc(F)cc(F)c2)C1 (centres undefined) | -1.2
CC(C)n1cc2c(N)ncnc2n1 | -6.1
CC(NC(=O)C1CCCN1C(=O)OC(C)(C)C)C(=O)OCc1ccccc1 (centres undefined) | -9.8
COc1ccc(-c2ccc3c(c2)O[C@H](CN(C)C(=O)Nc2ccccc2F)[C@@H](C)CN([C@H](C)CO)S3(=O)=O)cc1 | -7.6
Cc1ccc(S(=O)(=O)N(CC(=O)Nc2ccc(Cl)cc2)C(=O)N2CCN(C)CC2)cc1 | -0.4
COc1cccc(C(=O)N[C@H](C(=O)N2CCC[C@H]2C(=O)NC2CCCC2)c2ccccc2)c1 | -0.9
CC(C)(C)C(=O)Nc1cccc(-c2ccc[nH]2)n1 | -3.7
CCCNC(=O)Nc1nc(C(N)c2ccc(OC)cc2)cs1 (centres undefined) | -5.9
CC1(Oc2ccc3ccccc3c2)CCN(Cc2ccc(OC(F)(F)F)cc2)C1 (centres undefined) | -3.9
CCCC(=O)N1CCC1(C)C(=O)NS(=O)(=O)c1cc(C)ccc1F (centres undefined) | -6.5
COc1ccc(CCN2C(=O)CCC2(C)c2nnnn2Cc2ccccc2)cc1OC (centres undefined) | -0.8
O=C(C=Cc1ccco1)c1ccco1 | -0.8
O=C(c1cnc(Cl)c(Cl)c1)N1CCN(S(=O)(=O)c2cccs2)CC1 | 1.4
O=C(NC1CCCCC1)c1[nH]c(C(F)(F)F)nc1-c1ccccc1 | -2.9
C[C@H]1CN([C@@H](C)CO)C(=O)CCCn2nncc2CO[C@H]1CN(C)S(=O)(=O)c1ccc(F)cc1 | -3.3
Cc1cc(=O)oc2cc(OCc3c(F)cccc3Cl)ccc12 | -9.5
O=C1c2ccccc2C(=O)N1N(c1ccccc1)c1ccccc1 | -1.6
CCNC(=O)C1(C)CCCN1C(=O)c1cnc2ccccc2n1 (centres undefined) | -0.8
CSc1ccc(Cn2c(C)c(C(=O)NCc3cccc(C(F)(F)F)c3)sc2=O)cc1 | 0.3
CCCCCCCCN1C(=O)[C@@H](CC(=O)NCC23CC4CC(CC(C4)C2)C3)C[C@@]2(C(=O)OC)C1=C[C@H](C(C)(C)C)O[C@@H]2C | -3.9
CC(C)C1=CC2C3C(=O)N(c4ccccc4)C(=O)C3C1C(=O)C2(C)O (centres undefined) | -3.7
